Assay outcomes from PubChem BioAssay.
Rac1 wt GTP bind: modulators of human Rac1 wildtype GTP binding. GTP binding activity (% of control), % at 10 µM. AID 757. P63000. GST-Rac1 beads, fluorescent GTP binding, flow cytometry; actives lie on both sides; 0 = cold GTP competed, 100 = untreated. 190,000 compounds, 0.27% hits;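 active = GTP binding activity at least 20 points away from the 100% control level, either lower or higher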
Cdc42 wt: modulators (inhibitors or activators) of GTP binding to human Cdc42 wildtype | P60953 | GST-Cdc42 beads, Bodipy-GTP binding, flow cytometry; actives lie on both sides | percent activity (GTP binding), % at 10 µM | 190,000 compounds, 0.2% hits | AID 761;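 active = percent activity GTP binding at least 20 points away from the 100% baseline, either down as inhibitor or up as activator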;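 note: median bead fluorescence of bound Bodipy-FL-GTP at 100 nM; 0% = excess unlabeled GTP control and 100% = no compound control; below 100% means less GTP binding so inhibitor and above means activator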
Rab7 wt modul: dog Rab7 wildtype GTP binding, inhibitors and activators. GTP binding activity (percent of control), % at 10 µM. AID 758. 190,000 compounds, 0.055% hits. GST-Rab7 beads, fluorescent GTP binding, flow cytometry; actives lie on both sides; untreated = 100%, excess cold GTP = 0%;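 active = fluorescent GTP binding to Rab7 beads changed by at least 20 points from the 100% baseline, either direction, mostly lower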;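 note: median green fluorescence of bound Bodipy-FL-GTP per Rab7 bead population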
Rac1 mut GTP: alters GTP binding to activated mutant human Rac1; percent activity (GTP binding), % at 10 µM; P63000; GST-Rac1 activated beads, fluorescent GTP binding, flow cytometry; actives lie on both sides; 100% means binding = to untreated wells; 190,000 compounds, 0.11% hits;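 active = GTP binding at least 20 percentage points away from the 100% baseline, in either direction, so actives lie on both sides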
HRas wt GTP bind: modulators of GTP binding to human HRas wildtype | GTP binding activity, % at 10 µM | 190,000 compounds, 0.14% hits | GST-Ras wt beads, Bodipy-FL-GTP binding, flow cytometry; actives lie on both sides | P01112;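 active = GTP binding activity at least 20% away from the 100% baseline, either lowered as inhibitor or raised as activator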;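 note: 0% = unlabeled GTP competition control and 100% = no-compound control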
Target sequence (P01112 whole entry, looked up): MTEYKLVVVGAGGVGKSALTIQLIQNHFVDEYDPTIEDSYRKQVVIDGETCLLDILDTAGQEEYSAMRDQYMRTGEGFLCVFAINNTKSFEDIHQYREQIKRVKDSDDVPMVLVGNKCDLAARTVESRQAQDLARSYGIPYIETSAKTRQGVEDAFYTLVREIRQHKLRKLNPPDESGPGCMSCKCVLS
Bim-Bcl-2: human Bim-Bcl-2 interaction inhibition. Bead-based flow cytometry, Bim peptide-Bcl-2 binding. inhibition, % at 10 µM. 190,000 compounds, 0.06% hits. AID 950; in the data active = inhibition above about 40%;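 note: 0% = no compound wells with probe peptide and 100% = reference peptide inhibitor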
Rab2A wt mod: changes GTP binding to wildtype dog Rab2A, up or down. P61105. GST-Rab2 wt beads, Bodipy-GTP binding, flow cytometry. GTP binding activity, % at 10 µM. 190,000 compounds, 0.19% hits. AID 760;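 active = GTP binding activity at least 20 points away from 100%, either lowered or raised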;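 note: 0% = beads with excess unlabeled GTP and 100% = no-compound control corrected for plate trend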
Bcl-W Bim block: inhibitors of Bim-Bcl-W interaction, human. bead-based flow cytometry, Bim peptide-Bcl-W binding. inhibition, % at 10 µM. 190,000 compounds, 0.02% hits;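 note: 0% = bound tracer without compound and 100% = peptide blocker; higher means less fluorescent Bim peptide bound to Bcl-W beads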
Target sequence (Q92843 whole entry, looked up): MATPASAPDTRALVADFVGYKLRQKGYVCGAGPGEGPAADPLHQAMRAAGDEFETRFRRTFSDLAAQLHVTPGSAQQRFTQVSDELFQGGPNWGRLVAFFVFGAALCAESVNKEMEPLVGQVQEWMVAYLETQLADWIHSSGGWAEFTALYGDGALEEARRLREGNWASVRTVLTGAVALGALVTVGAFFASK
Bcl-XL Bim block: inhibitors of Bim-Bcl-XL interaction, human; 190,000 compounds, 0.04% hits; Bim peptide-Bcl-XL binding, bead flow cytometry, fluorescence; inhibition, % at 10 µM
Target sequence (Q07817 whole entry, looked up): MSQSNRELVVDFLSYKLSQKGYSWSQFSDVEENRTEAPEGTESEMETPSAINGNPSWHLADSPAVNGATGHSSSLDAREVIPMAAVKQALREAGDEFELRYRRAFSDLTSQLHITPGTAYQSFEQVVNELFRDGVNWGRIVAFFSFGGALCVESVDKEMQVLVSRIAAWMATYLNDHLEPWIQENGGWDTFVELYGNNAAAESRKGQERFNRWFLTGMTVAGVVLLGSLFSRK
Bim-Bfl-1: disrupts Bim binding to human Bfl-1. 190,000 compounds, 0.12% hits. AID 1008. inhibition, % at 10 µM. Q16548. Bead-based flow cytometry, Bim-Bfl-1 binding inhibition;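 note: 0% = wells without compound plus tracer and 100% = blocker peptide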
Bim-Bcl-B: disrupts Bim peptide binding to human Bcl-B. Q9HD36. bead-based flow cytometry. inhibition, % at 10 µM. 190,000 compounds, 0.073% hits. AID 951;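 note: 0% = tracer peptide without compound and 100% = reference inhibitor peptide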
Target sequence (Q9HD36 whole entry, looked up): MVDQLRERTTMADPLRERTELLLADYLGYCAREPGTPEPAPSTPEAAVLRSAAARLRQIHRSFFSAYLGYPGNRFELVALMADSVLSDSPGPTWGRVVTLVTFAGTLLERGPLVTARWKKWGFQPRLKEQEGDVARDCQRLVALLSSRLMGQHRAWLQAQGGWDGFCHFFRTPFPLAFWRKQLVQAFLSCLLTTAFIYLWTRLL
* marks the source's active call; other numbers are inactive results. Cut-off read from the data, not from the text of the source, unless noted: active = inhibition above about 40%. No enrichment for hits, and some 0.62% of all compounds hit somewhere here.

SMILES	Rac1 wt GTP bind	Cdc42 wt	Rab7 wt modul	Rac1 mut GTP	HRas wt GTP bind	Bim-Bcl-2	Rab2A wt mod	Bcl-W Bim block	Bcl-XL Bim block	Bim-Bfl-1	Bim-Bcl-B
CCCCC(CC)CNC(=O)c1ncn[nH]1 (stereo not given)	100	97	102	95	99	-3	100	-2	1	-5	-4
CC(C)(C)C(=O)Nc1cccc(OC(F)(F)C(F)Cl)c1 (stereo not given)	94	99	93	95	93	-1	94	-2	-2	-3	-3
Cc1nc2c(C(=O)NCc3ccc4c(c3)OCO4)c[nH]n2c(=O)c1Cl	95	102	94	94	96	-4	98	-2	2	-3	-2
Cc1ccc(Cl)c(OC(=O)c2ccc(N3CCOCC3)c([N+](=O)[O-])c2)c1	99	96	99	98	98	-7	97	-5	-9	-14	-6
COc1cccc(CNc2nc3nc(C)cc(C)n3n2)c1	100	100	102	100	102	-2	101	0	-1	-1	-4
O=C(CCC1CC(=O)Nc2ccccc21)NCc1ccccc1 (stereo not given)	100	97	100	97	99	0	100	2	0	0	3
C/C(=N\NC(=O)c1cc(C)nc2ccccc12)c1ccco1	94	94	94	96	96	4	97	-1	0	5	4
CN(C)c1ccc(/C=N/c2cc(-c3ccccc3)nn2-c2ccccc2)cc1	101	94	95	94	94	-7	95	-1	-12	-1	-6
NNC(=O)c1nnn(-c2nonc2N)c1-c1cccs1	108	98	98	99	98	-1	99	-3	-3	-6	-6
CCCc1[nH]n(-c2nc3ccccc3s2)c(=O)c1C=NCCN1CCOCC1	104	97	103	96	100	-3	102	0	-2	-8	-7
Cc1nn(-c2ccccc2)c2[nH]c(=O)c(CNCc3ccc4c(c3)OCO4)cc12	101	99	100	96	99	-5	100	1	-1	-6	-1
COc1ccc2cc(C(=O)NC3CCCCC3)c(=O)oc2c1	96	94	101	97	98	0	100	0	0	1	0
CC1=C/C(=C/N(C)C)C(=O)O1	98	95	95	97	94	0	96	2	-1	-3	-2
O=C(Nc1ccccc1)c1nnsc1S(=O)(=O)c1ccc(Cl)cc1	111	104	105	105	102	-7	105	-6	-5	-12	-11
O=C(NCc1ccc2c(c1)OCO2)c1c[nH]c2ccc(S(=O)(=O)N3CCOCC3)cc2c1=O	98	101	96	97	97	4	97	-4	-3	-11	-1
Cc1ccccc1OCC(=O)Nc1cccc(NC(=O)c2ccco2)c1	104	101	102	100	102	-13	101	-1	-2	-15	-11
COc1ccc(Cl)cc1NC(=O)CCn1cnc2ccccc2c1=O	96	96	100	95	98	-10	95	-1	-8	-12	-11
CCc1ccc(Nc2nnc(SC3CCOC3=O)s2)cc1 (stereo not given)	101	102	96	98	101	0	101	-5	-12	-1	-2
CCn1c(=NC(=O)CN2C(=O)CCC2=O)sc2c(C)cc(C)cc21	99	102	97	98	101	0	100	-2	-3	-10	-6
CC1(C)CC(=O)C(CC2=C(O)CC(C)(C)CC2=O)=C(O)C1	102	97	99	97	99	-10	99	1	-1	-11	-3
CC(C)(C)c1ccc(O)c(N=Cc2cc(Br)ccc2O)c1	96	94	103	93	97	0	96	0	0	0	-4
CCCC(c1nnnn1CCc1ccccc1)N1CCN(C(=O)c2ccco2)CC1 (stereo not given)	111	105	104	102	105	-5	103	0	-4	-8	-3
CCc1n[nH]c(=S)n1/N=C/c1ccc(N(C)c2ccccc2)cc1	98	96	95	95	97	0	94	-6	-4	9	-66
O=C(CN1CCN(c2ccc(O)cc2)CC1)Nc1ccc(SC(F)F)cc1	100	96	98	99	99	-7	99	-3	-4	-10	-6
O=C(NCCN=C1NS(=O)(=O)c2ccccc21)c1ccc2nccnc2c1	100	98	96	97	97	-2	97	0	-2	-10	-5
Cn1c(NC(=O)/C=C/c2ccc(Cl)c(Cl)c2)cc(=O)n(C)c1=O	97	96	100	97	98	0	95	-1	-1	-8	-3
COc1nn(-c2nc(-c3ccccc3)cc(C(F)(F)F)n2)cc1[N+](=O)[O-]	104	104	101	106	104	0	101	-1	-4	0	-1
O=C(NCc1ccccn1)c1ccc([N+](=O)[O-])cc1	101	103	98	100	99	-4	101	-4	-6	-2	-7
Cc1ccc(C2Oc3ccccc3C3=C2C(c2cccs2)n2ncnc2N3)cc1 (stereo not given)	97	98	96	95	98	-4	95	-1	-4	0	-2
c1cncc(-c2nc(NCCCn3ccnc3)c3ccccc3n2)c1	81	89	99	90	93	-2	90	0	2	-4	2
Cc1cc(C(=O)Nc2cccc(S(=O)(=O)N3CCCCC3)c2)c2ccccc2n1	99	95	108	96	103	0	100	1	-2	-1	-4
Cc1[nH]nc(N)c1-c1ccccc1	100	93	99	97	96	-4	97	-2	0	-7	-4
O=C(CSc1nccc(=O)[nH]1)N1CCc2ccccc2C1	101	98	102	99	101	-17	99	0	-5	-18	-6
CCOC(=O)C(C)Oc1nc(Oc2ccccc2)nc(N(C)C)n1 (stereo not given)	101	101	96	99	99	-7	98	-2	-4	-1	-3
Cc1cc(OCC(=O)Nc2ccc(S(=O)(=O)NC3=NCCCCC3)cc2)c(C(C)C)cc1Cl	100	91	97	96	99	-6	98	-8	-10	-2	-9
COc1cc(-c2nc3ccccc3s2)ccc1O	101	100	101	98	101	-1	99	-1	-1	-2	-5
O=C1OC2(c3ccccc3)C3CCCC2C13	96	95	94	93	96	-8	95	-1	-6	-5	-8
Cc1cc(C(F)F)nn1CC(=O)NCc1ccco1	102	101	103	101	104	-5	99	-6	-11	2	-20
CCCC(=O)Nc1cc(OCC)c(NC(=O)NC2CCCCC2)cc1OCC	104	100	103	99	102	-10	100	-5	-12	-20	-8
CCc1cc(=O)oc2c(C)c(O)c(CN3CCCCC3)cc12	100	102	98	97	102	0	101	0	2	-2	0
COc1ccc2nc(SCC(=O)N(C)C3CCCCC3)c(C#N)cc2c1	97	97	93	96	97	-1	96	1	1	2	-1
O=c1c2ccccc2nnn1CSc1ccc2ccccc2n1	99	101	97	101	100	-2	97	-1	-3	0	1
CCOC(=O)C(C#N)C(c1cccnc1)c1c(C)[nH][nH]c1=O (stereo not given)	95	97	93	95	97	-5	99	1	-21	-16	-6
CCOC(=O)N1CCN(c2c(-c3ccc(C)c(C)c3)c(=O)c2=O)CC1	103	102	98	100	99	-9	101	0	-6	-14	-4
CCCC(=O)NC(=S)Nc1cccc(C(C)=O)c1	96	99	95	91	98	-6	96	-6	-11	-9	-5
Cc1cc(C(=O)CSc2nnnn2C)c(C)n1-c1ccc2c(c1)OCCO2	103	101	99	96	99	-9	99	-1	0	-7	-5
Cn1c(C(C)(O)C(O)c2ccccc2)nc2ccccc21 (stereo not given)	103	99	96	103	101	-4	99	-4	-7	-3	-10
CCOC(=O)N1CCN(C(=O)c2ccc(CN(c3ccccc3)S(C)(=O)=O)cc2)CC1	100	99	102	98	100	-4	97	1	-5	-12	-10
Cc1ccc(NC2=C(Cl)C(=O)OC2OC(=O)c2ccco2)cc1C (stereo not given)	105	100	100	99	101	0	100	-4	-5	6	0
C=CC[n+]1c(-c2ccc(Cl)cc2Cl)csc1Nc1c(C)n(C)n(-c2ccccc2)c1=O	93	95	96	92	90	-1	93	0	0	-3	-2

(more compounds)
SMILES	Rac1 wt GTP bind	Cdc42 wt	Rab7 wt modul	Rac1 mut GTP	HRas wt GTP bind	Bim-Bcl-2	Rab2A wt mod	Bcl-W Bim block	Bcl-XL Bim block	Bim-Bfl-1	Bim-Bcl-B
COc1ccc(/C=C/C(=O)NC(=S)N2CCN(C)CC2)cc1	100	96	102	96	100	-2	97	0	-3	-5	-29
Nc1nonc1C(=O)N/N=C/c1ccncc1	100	99	98	98	97	-2	98	-4	-2	-7	-7
CCCCn1c(=O)n(C)c(=O)c2c3c(sc21)COC(C)(C)C3	95	95	96	95	98	3	95	3	1	0	5
CCSc1ccccc1C(=O)Nc1cccnc1	105	106	102	101	102	-6	102	1	-1	-15	-6
CSCCC(NC(N)=O)C(=O)Nc1ccc2ccccc2c1 (stereo not given)	101	99	102	95	98	-1	97	-4	-3	-2	-5
